# Screens as filed in PubChem BioAssay.
# SRC2 inh: inhibits human steroid receptor coactivator 2. HEK293 GAL4-SRC2 luciferase reporter, luminescence. inhibition, % at 9 µM. 0.17% of 370,000 active. Q15596;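 active = inhibition above the mean inhibition of all tested compounds plus 3 SD, set per campaign, cut at about 52% in these data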;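 note: 0% = DMSO treated cells and 100% = cells given Gossypol at 36 µM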
# Target sequence (Q15596 whole entry, looked up, the tested form may be a part): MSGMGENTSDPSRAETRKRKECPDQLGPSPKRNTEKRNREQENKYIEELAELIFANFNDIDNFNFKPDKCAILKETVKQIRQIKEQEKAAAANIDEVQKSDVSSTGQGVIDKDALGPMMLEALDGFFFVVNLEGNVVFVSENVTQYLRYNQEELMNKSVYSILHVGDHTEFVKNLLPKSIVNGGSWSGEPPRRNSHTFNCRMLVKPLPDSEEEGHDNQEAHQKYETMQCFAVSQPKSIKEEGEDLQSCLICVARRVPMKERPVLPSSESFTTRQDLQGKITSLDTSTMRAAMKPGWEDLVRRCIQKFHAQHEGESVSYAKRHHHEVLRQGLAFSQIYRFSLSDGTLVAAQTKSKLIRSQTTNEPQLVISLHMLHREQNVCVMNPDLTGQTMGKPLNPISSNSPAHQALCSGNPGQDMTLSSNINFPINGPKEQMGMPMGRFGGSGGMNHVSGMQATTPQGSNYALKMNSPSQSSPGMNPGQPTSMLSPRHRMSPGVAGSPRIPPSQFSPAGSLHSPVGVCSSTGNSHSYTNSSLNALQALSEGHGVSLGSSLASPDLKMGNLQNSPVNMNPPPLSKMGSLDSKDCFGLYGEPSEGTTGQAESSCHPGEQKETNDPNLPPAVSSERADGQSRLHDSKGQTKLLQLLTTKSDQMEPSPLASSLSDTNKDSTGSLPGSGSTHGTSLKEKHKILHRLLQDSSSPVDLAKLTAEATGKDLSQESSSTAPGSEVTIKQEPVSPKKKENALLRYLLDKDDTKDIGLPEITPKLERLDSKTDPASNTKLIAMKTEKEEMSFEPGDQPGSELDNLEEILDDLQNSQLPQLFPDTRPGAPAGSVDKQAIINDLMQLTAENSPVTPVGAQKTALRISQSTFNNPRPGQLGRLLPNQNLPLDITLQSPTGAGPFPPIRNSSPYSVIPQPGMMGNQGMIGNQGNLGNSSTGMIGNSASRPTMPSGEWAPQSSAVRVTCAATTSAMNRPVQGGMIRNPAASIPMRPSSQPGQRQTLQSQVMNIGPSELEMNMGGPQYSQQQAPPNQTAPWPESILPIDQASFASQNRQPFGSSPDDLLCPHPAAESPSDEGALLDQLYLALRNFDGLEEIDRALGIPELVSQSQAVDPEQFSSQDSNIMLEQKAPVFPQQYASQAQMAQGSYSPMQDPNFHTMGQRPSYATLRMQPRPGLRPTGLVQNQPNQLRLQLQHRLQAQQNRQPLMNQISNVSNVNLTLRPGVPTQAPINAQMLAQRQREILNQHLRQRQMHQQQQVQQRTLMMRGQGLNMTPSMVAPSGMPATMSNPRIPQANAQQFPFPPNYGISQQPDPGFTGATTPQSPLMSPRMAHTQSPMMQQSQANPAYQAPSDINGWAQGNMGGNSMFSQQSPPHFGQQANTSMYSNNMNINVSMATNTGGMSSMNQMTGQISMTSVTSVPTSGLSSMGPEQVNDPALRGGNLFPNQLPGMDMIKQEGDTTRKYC
# MC4R antagonist: human MC4R antagonism in cAMP assay; P32245; MC4R-expressing cells, MTII-stimulated cAMP, LANCE TR-FRET; inhibition, % at 6.5 µM; 0.48% of 360,000 active;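 active = inhibition above its plate's cutoff, the mean of tested wells on that plate plus 3 SD, cut at about 29% in these data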;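 note: 0% = Melanotan II alone and 100% = Melanotan II plus saturating MCL0020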
#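 Assay system: U2OS-MC4R stable cell line; Also added: Melanotan II; Technique: Eu-cAMP/anti-cAMP TR-FRET, emission 671 nm; Times: 30-min compound, 1-h challenge, 1-h detection, room temperature.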
# ABHD5-PLIN5 inh: inhibitors of human ABHD5-perilipin-5 interaction | Q00G26+Q8WTS1 | inhibition, % at 4 µM | Split G. princeps luciferase complementation, luminescence, 4 h | 0.78% of 360,000 active;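 active = inhibition above the mean inhibition across every tested compound plus 3 SD, cut at about 22% in these data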;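 note: 0% = DMSO only wells and the 100% control is not disclosed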
# ABCB6 inh 2: human ABCB6 transporter inhibition; Q9NP58; K562-ABCB6 porphyrin accumulation, flow cytometry, 1 h; stronger effect = lower value; fluorescence ratio to DMSO, % at 10 µM; 0.19% of 360,000 active; AID 602162;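 active = fluorescence ratio to DMSO below 75%, the collection mean minus 3 SD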;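 note: signal is porphyrin accumulated inside mitochondria; 100% equals median channel fluorescence of DMSO control wells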
# Glyco luc inh: blocks N-linked glycosylation in D54 reporter cells; D54 ERlucT glycosylation luciferase reporter, 24 h; percent of 100 nM tunicamycin response; 0.23% of 360,000 active; reporter increase, % at 12.5 µM;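 active = mean luciferase reporter signal, scaled so untreated is 0 and the glycosylation-blocking control 100, at or above a set limit in every replicate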;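 note: luciferase carries N-glycosylation sites so blocking glycosylation raises the light; 0% = median of neutral control wells and 100% = median of 100 nM tunicamycin wells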
# Cardio protect: myocardial damage modulation in H9c2 cells | H9c2 cardiomyocytes, H2O2 injury protection, ATPLite, 2 h | protection from H2O2 cell death, % at 20 µM | 0.63% of 360,000 active;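 active = compounds giving at least 50% protection of heart cells from peroxide-induced death in the single-dose screen, raw or plate-pattern-corrected value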;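 note: 0% = DMSO wells with peroxide and 100% = DMSO wells without peroxide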
# MC4R barr agon: human MC4R agonism via beta-arrestin. P32245. U2OS MC4R beta-arrestin complementation, luminescence; percent of melanotan II response, DMSO zero. activation, % at 8.9 µM. 0.98% of 360,000 active;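 active = activation above a per-plate cutoff, the mean activation of sample wells on that plate plus 3 SD, cut at about 8% in these data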
# NOD2-RIPK2 inh: blocks binding of human NOD2 to RIPK2 | O43353 | CHO BLA complementation NOD2-RIPK2, CCF4 ratio | AID 624267 | inhibition, % at 4.98 µM | 0.38% of 360,000 active; in the data active = inhibition above about 21%;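 note: 0% = vehicle only and 100% = reference blocker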
# HTR2A ag: mouse HTR2A agonism via beta-arrestin recruitment | CHO-K1 mHTR2A beta-arrestin complementation, luminescence; percent of 30 µM serotonin response | P35363 | activation, % at 7.6 µM | 0.66% of 360,000 active;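 active = activation above a run cutoff, the mean activation of all tested compounds plus 3 SD, cut at about 14% in these data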;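 note: 0% = plate median of compound wells and 100% = 30 µM serotonin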
# TLR9-MyD88 inh: TLR9-MyD88 interaction inhibition. Q9NR96+Q99836. CHO BLA complementation TLR9-MyD88, CCF4 FRET ratio. inhibition, % at 4.98 µM. 0.21% of 340,000 active. AID 504734;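 active = inhibition above the mean over all tested compounds plus 3 SD, cut at about 21% in these data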;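 note: 0% = DMSO only wells and 100% = clavulanate BLA inhibitor control wells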
# * = called active by the depositor; . = not tested or not shown. An excerpt; count on the stated rates, not on these rows.
# Results follow in this order: SRC2 inh	MC4R antagonist	ABHD5-PLIN5 inh	ABCB6 inh 2	Glyco luc inh	Cardio protect	MC4R barr agon	NOD2-RIPK2 inh	HTR2A ag	TLR9-MyD88 inh
CNCCc1c[nH]c2ccc(O)cc12
→ 0	16	-9	96	1	0	-0.5	-15	59*	-2
Cc1cc(OC(=O)c2cccs2)c2c3c(c(=O)oc2c1)CCCC3
→ 22	-2	-2	98	1	-20	-1.1	-5	1	7
COC(=O)CCCCC1SCC(NC(=O)c2ccccc2)C1Cl (stereo unspecified)
→ 11	1	2	94	-1	-8	-2.7	8	2	-6
COc1ccc2c(c1)CC1(CN2C)C(=O)NC(=O)N(c2ccc(F)cc2)C1=O (stereo unspecified)
→ -27	17	-1	98	2	-3	-0.5	-6	-1	-3
CCN(CCCl)Cc1ccccc1Br
→ -25	5	1	100	0	4	-0.2	-4	-4	-7
C=CCn1c(O)c(C(C)=Nc2cc(OC)ccc2OC)c(=O)[nH]c1=O
→ 11	2	-5	96	7	3	0.9	-6	0	11
CCOC(=O)c1c(NS(=O)(=O)c2ccccc2)n(CCCOC)c2nc3ccccc3nc12
→ 1	-6	-6	102	6	-1	3.2	-13	7	0
CCC(=NCc1ccc(F)cc1)c1c(O)n(C)c(=O)n(C)c1=O
→ 26	1	-4	93	-2	-8	1.2	2	-4	0
C[C@H]1CN([C@@H](C)CO)C(=O)CCCn2nncc2CO[C@@H]1CN(C)C(=O)Oc1ccccc1
→ 8	5	-5	101	1	-6	1.5	6	4	-12
COc1cccc2c1C(=O)c1c(O)c3c(c(O)c1C2=O)CC(O)(C(C)=NO)CC3OC1CC(N)C(O)C(C)O1 (stereo unspecified)
→ -263	-12	-4	270	-5	-4	-1.6	-4	-1	-4
CN(C)C(=O)Oc1ccc(-c2nnco2)cc1
→ 8	0	-2	96	3	13	-1.9	-14	1	-2
CCC(=Nc1ccc2c(c1)CCC2)c1c(O)n(-c2ccc(OC)cc2)c(=O)[nH]c1=O
→ -5	4	-6	101	-4	-10	2.6	-5	8	-4
CCCOC(=O)c1ccc(-[n+]2c(-c3ccccc3)cc(-c3ccccc3)cc2-c2ccccc2)cc1
→ 36	7	13	85	22	-10	0.9	-6	11	0
O=C(c1cc(C(=O)NCc2ccccc2)c(=O)n(Cc2ccccc2)c1)c1cc(Cl)ccc1O
→ -4	-1	7	105	-3	-13	0.6	-1	5	3
CCOP(=O)(OCC)C(NC(=O)c1ccccc1Cl)=C(Cl)Cl
→ 8	10	-6	100	0	4	-1.4	7	-2	0
Cc1c(N=Nc2c(O)n(Cc3ccccc3)c(=O)[nH]c2=O)c(=O)n(-c2ccccc2)n1C
→ -10	-6	9	106	-5	24	-1.6	-8	-17	1
CC(C)(C)n1nnnc1C(CCc1ccccc1)N1CCC2(CC1)C(=O)NCN2c1ccccc1 (stereo unspecified)
→ 20	.	0	96	-4	7	.	-2	-4	.
Cc1cc(C(=O)OCC(=O)Nc2cccc(F)c2)c(C)n1C1CC1
→ 5	7	-10	97	1	-13	-1.1	2	1	-2
CN1CC[C@]23c4c5ccc(OC6OC(C(=O)O)[C@@H](O)C(O)[C@H]6O)c4OC2C(O)C=CC3[C@H]1C5 (stereo partly specified)
→ 1	1	16	96	-1	3	1.8	0	5	-4
COc1ccc(CCn2c(O)c(C=NCCN3CCCCC3)c(=O)[nH]c2=O)cc1OC
→ -18	8	5	100	0	-4	-1.8	4	0	0

# Complete entries, quoted from the list. Order of values: SRC2 inh, MC4R antagonist, ABHD5-PLIN5 inh, ABCB6 inh 2, Glyco luc inh, Cardio protect, MC4R barr agon, NOD2-RIPK2 inh, HTR2A ag, TLR9-MyD88 inh
# COc1ccc(CCn2c(O)c(C=NCCN3CCCCC3)c(=O)[nH]c2=O)cc1OC is listed as -18, 8, 5, 100, 0, -4, -1.8, 4, 0, 0
# CCOP(=O)(OCC)C(NC(=O)c1ccccc1Cl)=C(Cl)Cl is listed as 8, 10, -6, 100, 0, 4, -1.4, 7, -2, 0

# The list continues:
# Results follow in this order: SRC2 inh	MC4R antagonist	ABHD5-PLIN5 inh	ABCB6 inh 2	Glyco luc inh	Cardio protect	MC4R barr agon	NOD2-RIPK2 inh	HTR2A ag	TLR9-MyD88 inh
C=CCN1C(=O)NC(=O)/C(=C/c2cnc(SC)nc2)C1=O
→ -17	1	0	99	5	7	-0.5	2	-2	0
FC(F)(F)c1cccc(NC2=NCCCS2)c1
→ 7	3	-5	96	0	-5	-1.0	-11	-2	1
O=C1NC(=O)C(=Cc2ccc(SC3CCCCC3)o2)C(=O)N1
→ -9	38*	17	103	8	1	-0.5	-9	6	14
NNCc1cccc(O)c1
→ -28	0	0	98	-2	-17	-1.0	-17	7	10
CN1/C(=C\C=C2C(=O)NC(=S)NC2=O)C(C)(C)c2ccccc21
→ -18	-29	2	125	4	2	-2.5	6	1	1
C1CNC2NCCNC2N1 (stereo unspecified)
→ -14	3	2	100	1	8	0.8	4	7	3
CCCCn1nnnc1C(CCc1ccccc1)N1CCC2(CC1)C(=O)NCN2c1ccccc1 (stereo unspecified)
→ -54	.	-1	100	9	15	.	-7	-3	.
CC(C)CN1CCN(Cc2cccc3c2OCO3)CC1CCO (stereo unspecified)
→ 20	7	-5	96	0	4	-2.8	-8	-5	6
COC(=O)C1=C(c2cccc(C#N)c2)C[C@@H]2CC[C@H]1N2C(=O)NC1CC1
→ -28	16	-3	99	3	6	0.9	11	-2	-6
O=C(O)C(Cc1cnc[nH]1)NS(=O)(=O)c1ccc(Br)cc1 (stereo unspecified)
→ 25	3	1	91	1	4	-1.7	3	-1	-6
CC(=O)C1=C(C)OC(N)=C(C(=O)OC(C)C)C12C(=O)Nc1ccccc12 (stereo unspecified)
→ -7	-2	4	99	-1	0	-0.2	-12	2	0
COc1ccc(C(Nc2ccccc2)P(=O)(Oc2ccccc2)Oc2ccccc2)cc1 (stereo unspecified)
→ -7	11	-2	96	2	-7	4.8	13	0	4
COc1cc(C2c3cc4c(cc3CC3COC(=O)C32)OCO4)cc(OC)c1O (stereo unspecified)
→ -1	-22	-2	92	.	6	-0.7	-11	3	2
CCCC[n+]1cc(/N=C(\[O-])OC)on1
→ 14	0	6	97	1	0	0.0	-5	3	8
O=c1[nH]c(=S)n(C2CC2)c(O)c1C=NCCN1CCOCC1
→ -21	-3	6	102	0	1	0.1	0	5	4
N=c1n(CCO)c2ccccc2n1Cc1ccccc1
→ -6	-9	5	104	1	1	2.0	-9	4	8
CC(=NCc1cccnc1)c1c(O)n(C2CCCCC2)c(=O)[nH]c1=O
→ -16	-1	5	97	0	3	-1.2	0	0	-5
COc1ccc2c(c1)C1OCCNC1CC2 (stereo unspecified)
→ -15	.	3	96	-1	4	.	-1	1	.
CCCCCc1nc2c(c(=O)c3ccccc3n2C)c(=O)n1C1CCCCCC1
→ -14	10	-1	92	7	-22	-0.6	-7	4	-5
Cc1onc(-c2ccccc2)c1C(=O)N1CCC2(CC1)OCCO2
→ 4	8	0	103	1	7	0.6	-7	0	-5
O=C(Nc1ccc(Cl)cc1)Nc1nccs1
→ -48	-5	0	97	18	-9	0.3	17	-2	-4
CC(=O)c1cn(CC(=O)NCCc2c[nH]c3ccccc23)c2ccccc12
→ 19	17	-1	94	3	-10	-1.9	-4	3	-3
CN1CCN(c2cc([N+](=O)[O-])ccc2Cl)CC1
→ 12	-6	-5	98	1	0	-1.7	9	-7	6
COC(=O)C1=C(N)Oc2c(c(=O)oc3ccccc23)[C@]12C(=O)N(C)c1ccccc12
→ -18	-6	-8	190	0	2	3.0	8	3	2
COc1ccc(CC2C(=O)NC(=O)NC2=O)c(OC)c1
→ -7	6	-7	94	0	-3	-0.5	1	10	-9
CC[C@H]1CN2CCC1C[C@H]2[C@H](O)c1ccnc2ccc(OC)cc12 (stereo partly specified)
→ -8	1	6	97	0	-2	-0.6	0	-1	-5
O=c1[nH]sc2cc(F)ccc12
→ 12	-6	81*	97	5	-18	-2.5	10	4	3
C[C@@H]1O[C@@H](O[C@@H]2C=C3CC[C@@H]4C(CC[C@]5(C)[C@@H](c6ccc(=O)oc6)CC[C@]45O)[C@@]3(C)CC2)[C@H](O)[C@H](O)[C@H]1O (stereo partly specified)
→ 58*	11	-6	108	-22	4	38*	-10	18*	-12
COc1ccccc1OCC#CCN1CCCC1
→ 9	8	0	99	2	1	-1.4	-3	2	0
O=c1[nH]c(=S)n(-c2ccccc2F)c(O)c1C=NCCN1CCNCC1
→ 0	0	-8	99	2	1	-2.0	-5	1	-11
Cc1cc(OCC(=O)N2CCN(CC(=O)N3CCOCC3)CC2)c(C(C)C)cc1Cl
→ 1	2	3	99	0	-1	-1.3	-8	-2	-2
CN(C)CCN(C(=O)COc1ccc(Cl)cc1)c1nc2cc3c(cc2s1)OCO3
→ -9	-7	11	104	0	2	-0.1	5	1	2
CCOC(=O)CCCCCNC(=O)c1c(O)[nH]c(=O)[nH]c1=O
→ 7	-1	-2	102	0	0	-0.9	-6	2	1
C#CCNc1ccncc1S(=O)(=O)NC(=O)NC(C)C
→ -5	3	9	100	1	1	1.9	10	6	4
Cc1nn(Cc2ccccc2Cl)c(C)c1C(=O)OCC(=O)NC1CCS(=O)(=O)C1 (stereo unspecified)
→ -7	3	8	99	-3	-8	2.0	6	2	-6
CN1C2CCC1C(COC(=O)c1ccccc1)C(O)C2 (stereo unspecified)
→ -10	1	-3	86	2	6	-0.2	0	-7	-4
COC(=O)[C@@H](c1ccccc1)C1CCCCN1 (stereo partly specified)
→ -22	0	10	105	0	13	-0.4	2	12	-1
CCN(CC)P(=O)(NC(=O)c1cccn1C)N(CC)CC
→ -1	-3	-1	85	1	0	0.7	-1	1	-4
O=C1NC(=O)C(=Cc2ccc(OCC(=O)N3CCOCC3)cc2)C(=O)N1
→ 9	3	18	104	3	13	1.3	-5	4	-1
COC(=O)C1=C(c2ccc(OCc3ccccc3)cc2)C[C@@H]2CC[C@H]1N2C(=O)NCc1cccc(C(F)(F)F)c1
→ -7	11	-5	93	-6	-3	-0.7	2	-1	3
COC(=O)C1=C(c2ccc(OC)c(OC)c2)C[C@@H]2CC[C@H]1N2C(=O)N1CCCC1
→ 3	6	-7	104	5	9	0.8	-10	2	-5
CCCCCn1c(=O)c(C(=O)NCc2ccc(Cl)cc2)c(O)c2ccccc21
→ -6	-1	0	95	0	46	-0.4	-7	8	6
Cc1ncc(CNC(=O)N(CCCl)N=O)c(N)n1
→ -15	13	-1	91	1	11	-1.1	0	0	-3
CC1CCC(NCCc2ccc3c(c2)OCO3)CC1 (stereo unspecified)
→ -1	10	-3	90	-2	-1	0.3	-4	1	-2
CCCc1[nH]nc2c1C1(C(=O)N(CC(N)=O)c3ccccc31)C(C(=O)OC)=C(N)O2 (stereo unspecified)
→ -9	15	0	98	0	1	1.1	-3	4	9
O=C(CN1C(=O)CN=C(c2ccccc2Cl)c2cc(Cl)ccc21)NCc1ccco1
→ 8	13	11	101	-1	2	0.7	-4	0	3
CCOC(=O)c1cnc(SCc2ccc(Cl)c(Cl)c2)nc1N1CC1
→ -9	-15	-3	106	23	-8	-0.8	1	3	0
